# NALP1 inh: blocks the NALP1 inflammasome reconstituted in yeast; S. cerevisiae NALP1/ASC/caspase-1 growth, X-gal OD620, 72 h; inhibition, % at 10 µM; actives 0.61% (n = 280,000); in the data active = inhibition mostly above about 24%, no sharp cut-off; inactive = mostly below about 32%; note: some compounds called inactive have numbers as strong as hits
# GPR7 antagonist: blocks human GPR7 receptor signaling | P48145 | GPR7-expressing cells, fluorescence antagonist assay | inhibition, % at 4.4 µM | actives 1.1% (n = 290,000) | AID 1861; in the data active = inhibition above about 16%, passing the limit was not always enough;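 note: cells stimulated with the agonist NPW; 0% = agonist with vehicle and 100% = vehicle without agonist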
# PHOSPHO1 block: inhibitors of human PHOSPHO1 phosphatase; inhibition, % at 13.3 µM; actives 1.1% (n = 290,000); recombinant PHOSPHO1, absorbance phosphatase assay; AID 1565; Q8TCT1; in the data active = inhibition above about 60%
# IMP-1 inhibitor: inhibitors of Pseudomonas aeruginosa IMP-1 metallo-beta-lactamase; purified IMP-1, nitrocefin hydrolysis, epi-absorbance fluorescence; inhibition, % at 5.6 µM; actives 0.45% (n = 290,000);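 active = inhibition above the mean plus 3 SD of all compounds in the same screening run, cut at about 4.5% in these data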;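 note: 0% = IMP-1 with DMSO and 100% = DMSO wells lacking enzyme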
#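 Assay system: purified IMP-1; Quantity: IMP-1 0.2 nM before substrate addition; Medium: HEPES buffer pH 7.1 with ZnSO4 and Brij 35; Incubation: 15 min enzyme–compound preincubation, then 25 min nitrocefin reaction, 25 °C; Signal: fluorescence quenching readout, ex 480/em 530 nm; Controls: DMSO with and without IMP-1; Repeats: singlicate testing.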
# IDE cell inh: inhibitors of human insulin-degrading enzyme in cells; AID 434962; HEK cells, FAbetaB cleavage, fluorescence polarization; P14735; actives 0.41% (n = 320,000); inhibition, % at 5.59 µM;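 active = percent inhibition above the average of all tested compounds plus 3 SD, set per screening campaign, cut at about 16% in these data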;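 note: IDE supplied by intact live HEK cells; FP after avidin binding of uncleaved biotin substrate so inhibition keeps polarization high; 0% = DMSO wells and 100% = 60 µM reference IDE inhibitor Ii1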
# IDE cell activ: activators of human insulin-degrading enzyme in cells. P14735. HEK cells, FAbeta-B cleavage, fluorescence polarization; 0% vehicle, 100% cell-free pure enzyme wells. activation, % at 5.96 µM. actives 0.073% (n = 340,000). AID 493087;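 active = activation above the mean of all tested compounds plus 3 SD, set per screening campaign, cut at about 17% in these data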
# M18AAP inhibitor: PfM18AAP enzyme inhibition; recombinant PfM18AAP, H-Glu-NHMec fluorogenic cleavage; inhibition, % at 7.35 µM; actives 1.2% (n = 290,000); AID 1822;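 active = inhibition above the campaign mean inhibition over all tested compounds plus 3 SD, cut at about 28% in these data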;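 note: 0% = plate median of test compound wells and 100% = 2 mM ZnCl2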
# pCIP destab: compounds decreasing mouse p/CIP protein stability; F442A p/CIP-EGFP cells, EGFP fluorescence, 16 h; decrease of EGFP signal, % at 10 µM; actives 0.01% (n = 290,000); AID 1984;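 active = EGFP signal decrease of at least 30% at 10 µM or well 3 SD below plate mean, unless failing retest; inactive = the rest, including hits failing retest or dose response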; note: some compounds called inactive have numbers as strong as hits; many of its hits are not listed in these tables
# Target sequence (Q05BA5 1-1403): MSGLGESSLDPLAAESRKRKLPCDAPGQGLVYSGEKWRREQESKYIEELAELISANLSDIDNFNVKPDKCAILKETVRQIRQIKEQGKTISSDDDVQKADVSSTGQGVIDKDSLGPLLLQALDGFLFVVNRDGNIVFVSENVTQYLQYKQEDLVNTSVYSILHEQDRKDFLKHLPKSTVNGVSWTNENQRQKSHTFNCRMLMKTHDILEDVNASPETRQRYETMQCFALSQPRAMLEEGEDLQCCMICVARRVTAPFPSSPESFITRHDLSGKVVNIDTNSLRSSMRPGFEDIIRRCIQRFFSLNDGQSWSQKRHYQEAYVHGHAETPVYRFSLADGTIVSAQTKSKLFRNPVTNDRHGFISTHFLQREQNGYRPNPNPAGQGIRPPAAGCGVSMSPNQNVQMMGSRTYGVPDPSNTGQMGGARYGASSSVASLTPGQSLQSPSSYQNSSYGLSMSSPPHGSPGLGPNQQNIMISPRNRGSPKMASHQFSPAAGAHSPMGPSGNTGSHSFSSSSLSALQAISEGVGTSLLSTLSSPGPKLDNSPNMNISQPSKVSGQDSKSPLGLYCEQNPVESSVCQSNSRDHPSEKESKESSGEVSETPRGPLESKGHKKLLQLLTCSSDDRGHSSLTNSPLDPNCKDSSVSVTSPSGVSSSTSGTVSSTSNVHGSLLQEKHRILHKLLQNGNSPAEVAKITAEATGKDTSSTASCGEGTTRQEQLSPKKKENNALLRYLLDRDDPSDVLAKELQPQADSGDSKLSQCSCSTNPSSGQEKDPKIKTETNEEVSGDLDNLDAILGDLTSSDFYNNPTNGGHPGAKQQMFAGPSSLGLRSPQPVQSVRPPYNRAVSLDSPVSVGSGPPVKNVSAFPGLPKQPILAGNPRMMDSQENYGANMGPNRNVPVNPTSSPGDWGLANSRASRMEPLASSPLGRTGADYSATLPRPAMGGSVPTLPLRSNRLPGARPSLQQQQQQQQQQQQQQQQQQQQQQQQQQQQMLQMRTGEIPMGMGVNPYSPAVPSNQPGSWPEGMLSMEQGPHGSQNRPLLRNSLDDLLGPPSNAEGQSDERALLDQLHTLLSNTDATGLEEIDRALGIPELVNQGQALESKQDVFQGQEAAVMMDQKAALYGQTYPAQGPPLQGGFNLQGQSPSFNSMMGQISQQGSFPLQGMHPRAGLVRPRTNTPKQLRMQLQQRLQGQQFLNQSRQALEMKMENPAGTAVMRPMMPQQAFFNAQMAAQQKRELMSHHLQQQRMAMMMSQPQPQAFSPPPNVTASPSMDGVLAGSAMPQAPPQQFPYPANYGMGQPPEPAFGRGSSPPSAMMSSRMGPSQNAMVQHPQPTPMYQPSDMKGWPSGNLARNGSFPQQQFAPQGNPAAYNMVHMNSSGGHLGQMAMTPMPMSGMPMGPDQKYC
# VIM-2 inhibitor: blocks Pseudomonas aeruginosa VIM-2 metallo-beta-lactamase; purified VIM-2, nitrocefin hydrolysis, epi-absorbance fluorescence; inhibition, % at 5.6 µM; actives 0.89% (n = 290,000);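 active = inhibition above the mean of all tested compounds plus 3 SD, cutoff set per screening run, cut at about 7.5% in these data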;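 note: red hydrolysis product quenches plate fluorescence so inhibitors raise well fluorescence; 0% = enzyme with DMSO and 100% = DMSO without enzyme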
# * hit, by the source's call; / = no result given.
no.	NALP1 inh	GPR7 antagonist	PHOSPHO1 block	IMP-1 inhibitor	IDE cell inh	IDE cell activ	M18AAP inhibitor	pCIP destab	VIM-2 inhibitor	smiles
1	8	3	51	-5.1	0	3	-4	-9	-3.7	Cc1cc(CN2CCCC(CNC(=O)c3ccc(F)cc3)C2)cc(C)c1O (configuration not stated)
2	-4	-9	-3	-3.4	-2	1	-11	-9	-2.8	COC(=O)c1sccc1NC(=O)c1cc(-c2ccc(C)cc2)nc2ccccc12
3	0	-9	40	-2.6	4	-1	-2	4	-0.8	CCOc1ccc(N2CC(C(=O)Nc3nnc(SCCOC)s3)CC2=O)cc1 (configuration not stated)
4	29	7	14	-0.5	0	6	-11	-6	0.4	COc1ccccc1N1CCN(C2CCCCC2NS(=O)(=O)c2ccc(Cl)cc2)CC1 (configuration not stated)
5	21	-11	11	-0.8	-3	1	-1	-2	-1.7	Cc1cc(=O)c2ccc(Cl)cc2[nH]1
6	6	-10	27	-2.5	1	-1	0	-10	-0.8	Cn1cccc1/C=N/N1CCN(Cc2ccccc2)CC1
7	-1	-2	-1	-6.2	-1	-5	23	-4	-2.5	O=C(CSc1ncn[nH]1)c1ccco1
8	15	-7	12	-2.1	4	4	0	-3	-0.2	CC(=O)CC(=O)Nc1ccc(Cl)cn1

# (listing goes on)
no.	NALP1 inh	GPR7 antagonist	PHOSPHO1 block	IMP-1 inhibitor	IDE cell inh	IDE cell activ	M18AAP inhibitor	pCIP destab	VIM-2 inhibitor	smiles
9	28	-13	8	-5.6	4	4	-4	-5	-0.9	CN(CC(=O)N1CCC(C(N)=O)CC1)S(=O)(=O)c1ccc2ccccc2c1
10	0	-13	-16	-5.2	0	6	8	-1	-4.4	COc1ccc2cc3c(N)nn(C(=O)Cc4ccccc4OC)c3nc2c1
11	-12	13	6	-1.9	7	-4	4	-16	-1.1	COC(=O)Cn1c(C)nc2c(sc3nc(C)cc(C)c32)c1=O
12	10	-9	7	-3.0	2	3	-9	-6	-2.6	Cc1onc(-c2ccccc2Cl)c1C(=O)NCc1ccc(N2CCCC2=O)cc1
13	4	-21	24	-2.2	3	2	1	0	7.7	CCn1ccnc1CNCc1ccc(OCC(O)CN(C)Cc2ccccc2)cc1 (configuration not stated)
14	18	-16	19	-3.1	2	-2	0	-5	-1.3	O=C(Nc1ccccc1Cl)c1cc(=O)c2ccccc2o1
15	16	3	2	-0.8	8	2	-6	-6	-2.5	Cc1ccc(-c2nnn(Cc3nc4ccccc4s3)n2)cc1
16	23	0	-14	-0.8	1	4	0	-8	-0.2	CCOC(=O)Nc1ccc(C(=O)c2ccncc2)cc1

# Following part.
no.	NALP1 inh	GPR7 antagonist	PHOSPHO1 block	IMP-1 inhibitor	IDE cell inh	IDE cell activ	M18AAP inhibitor	pCIP destab	VIM-2 inhibitor	smiles
17	26	-13	18	-2.3	8	3	-1	0	-0.9	CCOC(=O)C(=O)Nc1cc(Cl)ccc1C
18	-3	-12	14	1.3	1	-4	1	-6	-1.1	O=C(CNS(=O)(=O)c1cccs1)N1CCc2ccccc2C1
19	0	1	14	-1.1	/	7	-8	-13	-2.1	COc1ccc(OCC(O)CN2CCN(CC(O)COc3ccc(OC)cc3)CC2)cc1 (configuration not stated)
20	17	0	-8	-0.8	1	4	-6	-23	-1.1	COc1ccc(/C=N/NC(=O)Cn2nnc3ccccc32)cc1OC
21	12	-8	-26	-3.3	3	2	-2	10	-1.4	COc1ccc(N2CC(NC(=O)NCCC(C)C)CC2=O)cc1 (configuration not stated)
22	16	-2	28	-2.9	-1	3	0	1	-0.2	C=C(C)c1cccc(C(C)(C)NC(=O)N2CCN(CC(N)=O)CC2)c1
23	15	-13	5	-5.0	6	7	1	-2	-3.8	COc1ccc(/C=N/NC(=O)CN2CCSCC2)c(OC)c1
24	10	-9	28	-2.3	-4	2	6	-1	-3.0	Cc1ccccc1NC(=O)Cn1nnc2sc3c(c2c1=O)CC(C)(C)OC3

# Some of the entries above, set out differently.
item | mol | NALP1 inh | GPR7 antagonist | PHOSPHO1 block | IMP-1 inhibitor | IDE cell inh | IDE cell activ | M18AAP inhibitor | pCIP destab | VIM-2 inhibitor
21 | COc1ccc(N2CC(NC(=O)NCCC(C)C)CC2=O)cc1 (configuration not stated) | 12 | -8 | -26 | -3.3 | 3 | 2 | -2 | 10 | -1.4
22 | C=C(C)c1cccc(C(C)(C)NC(=O)N2CCN(CC(N)=O)CC2)c1 | 16 | -2 | 28 | -2.9 | -1 | 3 | 0 | 1 | -0.2
23 | COc1ccc(/C=N/NC(=O)CN2CCSCC2)c(OC)c1 | 15 | -13 | 5 | -5.0 | 6 | 7 | 1 | -2 | -3.8

# Next section
no.	NALP1 inh	GPR7 antagonist	PHOSPHO1 block	IMP-1 inhibitor	IDE cell inh	IDE cell activ	M18AAP inhibitor	pCIP destab	VIM-2 inhibitor	smiles
25	15	2	40	-1.4	2	0	4	0	-1.7	COc1ccc(N(C(=O)Cn2nnc(-c3ccc(F)cc3)n2)C(C)C(=O)NC2CCCC2)cc1 (configuration not stated)
26	-14	-4	23	-5.0	0	-6	-12	-13	-4.3	COc1ccc(C2SCC(=O)N2CC23CC4CC(CC(C4)C2)C3)cc1 (configuration not stated)
27	34	12	-11	-1.9	2	-1	0	-5	-3.6	O=C(COC(=O)c1ccccn1)Nc1ccc(S(=O)(=O)N2CCOCC2)cc1
28	2	-11	13	-2.5	7	3	-15	6	-3.2	CCN1C2=NCCCN2c2ccccc21
29	2	/	18	/	0	7	/	-1	/	C=CC(COCc1ccccc1)N(Cc1ccc(OC)cc1)S(=O)(=O)c1ccccc1Br (configuration not stated)
30	-6	-7	24	-3.2	3	1	2	29	-4.4	COc1cccc(NC(=O)CN(C)C(C)C(=O)Nc2cc([N+](=O)[O-])ccc2Cl)c1 (configuration not stated)
31	-8	-2	-1	-3.4	-4	/	1	0	-3.0	CC(NC(=S)NCCN1CCOCC1)C12CC3CC(CC(C3)C1)C2 (configuration not stated)
32	9	10	33	-1.3	-1	3	-1	3	-1.2	Cc1ccc(OCC(=O)N/N=C/c2ccncc2)cc1C

# Next records
no.	NALP1 inh	GPR7 antagonist	PHOSPHO1 block	IMP-1 inhibitor	IDE cell inh	IDE cell activ	M18AAP inhibitor	pCIP destab	VIM-2 inhibitor	smiles
33	19	-6	39	-1.4	0	-5	-9	-8	0.3	O=S(CCc1ccncc1)Cc1ccccc1 (configuration not stated)
34	-10	-12	30	-2.6	3	2	1	1	-2.0	CCOc1ccc(/C=C(\C)C(=O)c2c(C)cc(C)[nH]c2=O)cc1
35	16	-11	10	-3.6	-3	-4	-1	-8	-1.7	CCn1c2ccccc2c2nnc(SCC(=O)Nc3ccc4c(c3)OCO4)nc21
36	4	1	30	-3.4	1	0	1	-1	-1.8	Cc1ccccc1CN(c1ccc(C(=O)NCCC2=CCCCC2)cc1)S(C)(=O)=O
37	15	9	10	-2.1	-1	2	3	-7	7.9*	O=C(NCCO)c1cccc2c1C(=O)c1ccccc1-2
38	3	-15	/	-3.0	2	-7	7	-10	-0.4	COc1cc(/C=N/n2c(C)nc3ccccc3c2=O)cc(OC)c1O
39	1	1	23	-2.9	6	1	0	13	-2.6	O=C(NCCCNC(=O)c1ccccn1)c1ccc(F)cc1
40	11	-3	-8	-2.5	-1	-1	4	2	-2.2	Cc1ccc(-c2ccc(=O)n(CC(=O)NCCN(C)C)n2)cc1

# Continued:
no.	NALP1 inh	GPR7 antagonist	PHOSPHO1 block	IMP-1 inhibitor	IDE cell inh	IDE cell activ	M18AAP inhibitor	pCIP destab	VIM-2 inhibitor	smiles
41	-6	-16	20	-5.3	-2	1	6	2	-2.7	COc1cc(C(=O)NCc2ccc3c(c2)OCO3)ccc1OCc1c(C)noc1C
42	-8	6	-23	-3.5	-4	0	-2	-6	-1.4	CCCCOC(=O)Nc1ccc(C(=O)OC)cc1
43	26	18	-10	-0.7	-2	-7	-9	-8	-4.4	Cc1ccccc1NC(=O)Cc1nc(CCl)cs1
44	-11	-10	41	-2.0	0	9	1	-6	-1.5	CCN1C/C(=N\S(=O)(=O)/N=C2\CN(CC)C(=O)N2CC)N(CC)C1=O
45	-13	-3	34	-3.8	3	-2	-8	-4	0.5	O=C(O)c1cccc(CSc2nnc(-c3ccc(Cl)cc3)o2)c1
46	8	-9	34	-3.1	-9	7	3	-29	-3.3	Cc1nc2ccccn2c1C(=O)NC1CCCc2ccccc21 (configuration not stated)
47	-10	-12	-1	-1.6	-1	5	-12	4	-2.7	O=C(CCCC(=O)OCC(=O)NC1CCCC1)Nc1ccccn1
48	-3	-15	26	-1.7	-2	8	-4	-10	-1.6	Cc1cc(C)c(S(=O)(=O)NCc2cn3ccccc3n2)c(C)c1

# Four of the compounds above, bar-delimited.
entry | molecule | NALP1 inh | GPR7 antagonist | PHOSPHO1 block | IMP-1 inhibitor | IDE cell inh | IDE cell activ | M18AAP inhibitor | pCIP destab | VIM-2 inhibitor
44 | CCN1C/C(=N\S(=O)(=O)/N=C2\CN(CC)C(=O)N2CC)N(CC)C1=O | -11 | -10 | 41 | -2.0 | 0 | 9 | 1 | -6 | -1.5
42 | CCCCOC(=O)Nc1ccc(C(=O)OC)cc1 | -8 | 6 | -23 | -3.5 | -4 | 0 | -2 | -6 | -1.4
41 | COc1cc(C(=O)NCc2ccc3c(c2)OCO3)ccc1OCc1c(C)noc1C | -6 | -16 | 20 | -5.3 | -2 | 1 | 6 | 2 | -2.7
48 | Cc1cc(C)c(S(=O)(=O)NCc2cn3ccccc3n2)c(C)c1 | -3 | -15 | 26 | -1.7 | -2 | 8 | -4 | -10 | -1.6

# The listing continues:
no.	NALP1 inh	GPR7 antagonist	PHOSPHO1 block	IMP-1 inhibitor	IDE cell inh	IDE cell activ	M18AAP inhibitor	pCIP destab	VIM-2 inhibitor	smiles
49	19	6	43	1.6	0	4	-7	0	3.1	COc1cc(NS(=O)(=O)c2c(C)[nH]c(C)c2C(=O)N2CCCCC2)cc(OC)c1OC
50	18	-3	18	1.4	1	6	-4	8	-0.8	COc1ccc(/C(O)=C2\C(=O)C(=O)N(CCN(C)C)C2c2cccc(OC)c2OC)cc1Cl (configuration not stated)
51	1	-5	-6	-3.9	8	/	9	-2	-4.0	O=C(NCCCCCCNC(=O)NCc1ccco1)NCc1ccco1
52	16	-5	17	-1.4	2	5	6	-11	0.1	Cc1ccc2c(c1)N(CCC(=O)NCCCN1CCCC1)C(=O)C(C)O2 (configuration not stated)
53	11	-9	23	-3.8	9	4	-14	7	-4.8	CNC(=O)c1nc(C)n(-c2cc(Cl)ccc2Cl)n1

# Bioassay records deposited in PubChem BioAssay by several laboratories.

# Not a hit list. Share with any hit: about 5.3%.
